CXXC DNA block – blocks binding of human MLL CXXC domain to DNA | Q03164 | MLL-CXXC / FITC-HOXA9 DNA fluorescence polarization | Potency, µM (doses to about 115 µM), for the others: at the highest dose activity change, negative = inhibition, usual class: inhibitors | 290,000 compounds, 0.037% hits; active means well fitted inhibition curve with a large enough effect in the polarisation, with a control signal flat, not every such curve was filed as active; inconclusive means small, poorly fitted or top-dose-only effect, or effect the other way, or a change in a side signal; inactive means no such curve, though single readings can be large or run the other way; the % refers to the polarisation; further: potency means the concentration at half of the fitted maximal effect
Target sequence (Q03164 whole entry, looked up, the tested form may be a part): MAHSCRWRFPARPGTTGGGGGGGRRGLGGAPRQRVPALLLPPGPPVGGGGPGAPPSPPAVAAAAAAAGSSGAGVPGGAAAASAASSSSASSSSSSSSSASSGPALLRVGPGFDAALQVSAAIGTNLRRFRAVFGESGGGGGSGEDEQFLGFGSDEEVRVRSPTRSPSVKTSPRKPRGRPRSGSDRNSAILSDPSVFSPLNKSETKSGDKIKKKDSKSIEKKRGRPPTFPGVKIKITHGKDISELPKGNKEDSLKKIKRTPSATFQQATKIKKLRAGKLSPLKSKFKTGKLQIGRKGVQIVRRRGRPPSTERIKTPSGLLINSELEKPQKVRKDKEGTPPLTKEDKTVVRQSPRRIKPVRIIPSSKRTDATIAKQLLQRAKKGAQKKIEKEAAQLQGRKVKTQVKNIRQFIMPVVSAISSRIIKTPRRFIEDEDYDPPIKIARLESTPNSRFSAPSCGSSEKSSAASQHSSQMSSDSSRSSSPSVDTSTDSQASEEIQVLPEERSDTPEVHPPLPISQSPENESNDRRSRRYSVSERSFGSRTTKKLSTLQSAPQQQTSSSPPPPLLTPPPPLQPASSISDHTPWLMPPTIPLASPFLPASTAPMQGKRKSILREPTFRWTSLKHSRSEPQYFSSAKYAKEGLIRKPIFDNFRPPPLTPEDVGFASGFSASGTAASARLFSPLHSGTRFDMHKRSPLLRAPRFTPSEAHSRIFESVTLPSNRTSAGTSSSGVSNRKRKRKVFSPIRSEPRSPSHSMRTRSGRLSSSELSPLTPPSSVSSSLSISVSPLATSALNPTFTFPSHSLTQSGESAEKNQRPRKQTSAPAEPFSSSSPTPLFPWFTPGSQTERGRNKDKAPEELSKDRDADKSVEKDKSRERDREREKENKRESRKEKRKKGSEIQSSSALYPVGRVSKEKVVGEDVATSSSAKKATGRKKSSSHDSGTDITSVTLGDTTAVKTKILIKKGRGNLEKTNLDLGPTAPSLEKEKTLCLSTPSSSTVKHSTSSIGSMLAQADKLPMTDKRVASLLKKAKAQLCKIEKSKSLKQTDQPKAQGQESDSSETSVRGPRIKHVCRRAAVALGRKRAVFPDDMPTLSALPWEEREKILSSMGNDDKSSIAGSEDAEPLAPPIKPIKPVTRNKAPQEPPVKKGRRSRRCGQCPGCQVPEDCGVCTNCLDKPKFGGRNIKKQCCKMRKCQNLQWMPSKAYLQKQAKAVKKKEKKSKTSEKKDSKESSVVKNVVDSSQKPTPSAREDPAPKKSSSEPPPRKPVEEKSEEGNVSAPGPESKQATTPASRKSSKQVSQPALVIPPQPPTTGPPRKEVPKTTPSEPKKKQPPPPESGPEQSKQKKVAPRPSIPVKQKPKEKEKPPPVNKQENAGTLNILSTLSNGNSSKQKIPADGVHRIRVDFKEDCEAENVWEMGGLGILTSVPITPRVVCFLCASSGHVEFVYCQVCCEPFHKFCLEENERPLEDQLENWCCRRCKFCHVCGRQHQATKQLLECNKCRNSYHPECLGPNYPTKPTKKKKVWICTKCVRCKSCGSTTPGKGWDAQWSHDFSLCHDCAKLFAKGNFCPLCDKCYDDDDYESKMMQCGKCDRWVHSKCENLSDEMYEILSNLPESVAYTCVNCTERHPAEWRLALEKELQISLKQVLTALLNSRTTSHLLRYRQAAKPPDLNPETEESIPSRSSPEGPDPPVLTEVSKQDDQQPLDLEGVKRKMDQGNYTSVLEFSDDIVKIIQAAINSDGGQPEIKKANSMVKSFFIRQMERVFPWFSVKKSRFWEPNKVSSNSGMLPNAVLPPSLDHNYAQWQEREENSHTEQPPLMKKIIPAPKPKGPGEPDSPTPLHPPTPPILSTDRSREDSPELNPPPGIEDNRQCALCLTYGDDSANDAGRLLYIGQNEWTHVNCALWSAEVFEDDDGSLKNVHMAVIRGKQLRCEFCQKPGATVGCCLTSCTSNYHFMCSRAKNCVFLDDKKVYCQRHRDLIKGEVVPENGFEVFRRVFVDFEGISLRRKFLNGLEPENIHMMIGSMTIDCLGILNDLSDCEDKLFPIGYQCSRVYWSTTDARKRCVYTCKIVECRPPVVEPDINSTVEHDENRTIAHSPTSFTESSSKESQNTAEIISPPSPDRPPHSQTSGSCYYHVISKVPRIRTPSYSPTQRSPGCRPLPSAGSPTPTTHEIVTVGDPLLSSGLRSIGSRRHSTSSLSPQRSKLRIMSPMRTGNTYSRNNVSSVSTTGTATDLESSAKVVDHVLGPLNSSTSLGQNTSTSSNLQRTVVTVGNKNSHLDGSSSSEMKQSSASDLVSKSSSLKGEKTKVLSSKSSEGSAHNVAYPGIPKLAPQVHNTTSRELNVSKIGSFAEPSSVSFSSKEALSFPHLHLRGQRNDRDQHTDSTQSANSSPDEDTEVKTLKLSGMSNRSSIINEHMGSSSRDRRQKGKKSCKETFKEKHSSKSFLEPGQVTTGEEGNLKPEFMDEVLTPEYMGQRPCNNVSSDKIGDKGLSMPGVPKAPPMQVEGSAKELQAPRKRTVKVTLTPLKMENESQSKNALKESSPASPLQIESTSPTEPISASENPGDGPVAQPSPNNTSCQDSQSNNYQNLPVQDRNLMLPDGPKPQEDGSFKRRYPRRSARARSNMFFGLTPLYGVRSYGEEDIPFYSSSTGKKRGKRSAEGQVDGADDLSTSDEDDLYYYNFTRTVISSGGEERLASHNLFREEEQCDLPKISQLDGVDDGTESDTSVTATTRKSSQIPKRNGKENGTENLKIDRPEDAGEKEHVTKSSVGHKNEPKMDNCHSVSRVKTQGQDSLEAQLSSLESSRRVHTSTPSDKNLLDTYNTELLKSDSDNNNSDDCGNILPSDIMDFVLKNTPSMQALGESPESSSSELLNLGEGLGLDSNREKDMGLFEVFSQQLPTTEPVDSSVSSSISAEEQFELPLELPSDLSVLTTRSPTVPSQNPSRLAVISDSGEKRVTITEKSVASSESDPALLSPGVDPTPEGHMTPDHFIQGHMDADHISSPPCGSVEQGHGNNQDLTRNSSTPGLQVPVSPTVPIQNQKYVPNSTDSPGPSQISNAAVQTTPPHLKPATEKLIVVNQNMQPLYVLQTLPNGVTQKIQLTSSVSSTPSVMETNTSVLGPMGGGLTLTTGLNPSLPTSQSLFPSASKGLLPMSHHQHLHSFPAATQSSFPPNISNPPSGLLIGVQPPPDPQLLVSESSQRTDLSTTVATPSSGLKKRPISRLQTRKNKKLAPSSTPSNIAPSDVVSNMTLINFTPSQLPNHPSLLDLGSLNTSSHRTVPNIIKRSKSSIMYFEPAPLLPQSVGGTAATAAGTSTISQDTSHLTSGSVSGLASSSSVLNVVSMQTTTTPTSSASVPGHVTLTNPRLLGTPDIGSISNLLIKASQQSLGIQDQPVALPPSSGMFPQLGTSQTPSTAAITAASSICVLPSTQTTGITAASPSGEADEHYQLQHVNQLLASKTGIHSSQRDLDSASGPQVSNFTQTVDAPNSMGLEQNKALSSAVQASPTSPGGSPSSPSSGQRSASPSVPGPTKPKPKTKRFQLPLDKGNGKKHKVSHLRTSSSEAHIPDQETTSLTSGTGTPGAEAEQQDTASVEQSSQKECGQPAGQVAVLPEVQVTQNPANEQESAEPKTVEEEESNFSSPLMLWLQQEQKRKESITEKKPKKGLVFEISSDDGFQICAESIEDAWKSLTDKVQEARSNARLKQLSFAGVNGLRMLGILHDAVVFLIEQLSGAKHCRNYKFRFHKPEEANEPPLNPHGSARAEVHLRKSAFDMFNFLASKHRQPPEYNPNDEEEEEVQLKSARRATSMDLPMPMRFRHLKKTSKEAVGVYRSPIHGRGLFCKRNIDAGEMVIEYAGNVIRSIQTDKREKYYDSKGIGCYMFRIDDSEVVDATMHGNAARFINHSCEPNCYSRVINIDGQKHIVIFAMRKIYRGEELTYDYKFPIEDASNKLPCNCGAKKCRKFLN
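Fluorescence polarization: 7 uM MLL-CXXC (stock) preincubated 5 min with compounds, then 50 nM fluorescein-HOX-A9 DNA (stock) added; 30 min ambient. Buffer 50 mM Tris-HCl pH 7.5, 50 mM NaCl, 1 mM DTT, 0.05% BSA.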
B2AR arrestin – agonists driving beta-arrestin recruitment to human beta2-adrenergic receptor | AID 492947 | beta-arrestin recruitment to beta2AR, cell-based reporter | P07550 | 330,000 compounds, 0.02% hits | Potency, µM (titrated, usually from 46.1 µM), inactives show at the highest dose activation, usual class: activators;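 further: potency means the concentration at half of the fitted maximal effect; 0% = DMSO controls and full agonism = EC100 isoproterenol or metaproterenol; nearly all actives have a fitted effect of over 65% in size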
GALK inh – galactokinase (human) inhibition | P51570 | Purified GALK, Kinase-Glo residual ATP luminescence | Potency, µM (top dose mostly 57.5 µM), for the others: at the top dose activity change, negative = inhibition, actives largely listed as inhibitors | 270,000 compounds, 0.007% hits | AID 1868; further: potency means the concentration at half of the fitted maximal effect; on the % scale 0 is the no-effect control and ±100 the full control effect
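Kinase-Glo Plus luminescence measured ATP left after a 1 h room-temperature reaction. The reaction used 5 nM GALK, 100 uM galactose and 35 uM ATP at pH 8.0 (20 mM HEPES, 5 mM MgCl2, 60 mM NaCl, 1 mM DTT, 0.01% BSA).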
KCNH2 3.1 inh – KCNH2 3.1 (human) potassium channel inhibition; U2OS KCNH2 3.1, thallium flux FluxOr; active compounds read low; activity change, % (tested at about 1.8 µM); 340,000 compounds, 0.95% hits;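 active means maximum activity change below -70%; inconclusive means maximum activity change from -70% to -50%; inactive means maximum activity change above -50%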;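 further: thallium influx rate constant from kinetic fluorescence after stimulation buffer; on the % scale 0 is the no-effect control and ±100 the full control effect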
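Normalized rate constant (relative to positive and negative DMSO controls) derived from a 2 min kinetic fluorescence read after stimulation; U2OS cells expressing the 3.1 isoform via virus at 1.77 x 10^8 /mL.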
Giardia kill – kills Giardia lamblia; activity change, % at 7.66 µM, hits read low; Giardia lamblia trophozoite viability; AID 540267; 340,000 compounds, 0.15% hits; in the data active means activity change below about -80%; inconclusive means between about -30% and that limit;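 further: parasites exposed to compound for two days anaerobically before the ATP read; on the % scale 0 is the no-effect control and ±100 the full control effect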
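Giardia lamblia trophozoites (100 cells/well) were incubated with compounds for 48 h at 37 deg C under anaerobic conditions. Viability was read as ATP content by one-step luminescence after 15-30 min at room temperature.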
Menin-MLL TR inh – displaces Texas Red mutant MLL peptide from human menin | 270,000 compounds, 0.23% hits | Menin + Texas Red MLL mutant peptide, fluorescence polarization | AID 1768 | O00255 | Potency, µM (doses to about 61.6 µM), for the others: top-dose FP activity change, negative = inhibition, most hits filed as inhibitors; active means well fitted inhibition curve with a large enough effect in the polarisation, with a control signal flat, not every such curve was filed as active; inconclusive means small, poorly fitted or top-dose-only effect, or effect the other way, or a change in a side signal; inactive means no such curve, though single readings can be large or run the other way; the % refers to the polarisation; further: potency means the concentration at half of the fitted maximal effect; % of control where 0% means no effect; many of its hits are not listed in these tables
USP2a inh – inhibitors of human ubiquitin-specific protease USP2a; Potency, µM (top dose mostly 38.3 µM), for the others: at the highest dose activity change, negative = inhibition, most hits filed as inhibitors; USP2 core, Ub-CHOP2 coupled fluorogenic reporter, 485/531; O75604; AID 463254; 330,000 compounds, 0.01% hits;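 further: potency means the concentration at half of the fitted maximal effect; plate controls were DMSO wells for no effect and full inhibition by NEM control for full effect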
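Deubiquitinase activity read as fluorescence (485/531 nm) after Ub-CHOP2 cleavage activates the enterokinase reporter on its substrate; USP2 core 10nM, Ub-CHOP2 and substrate 25nM each, 30min compound preincubation then 60min RT; data normalized to NEM, curves fitted.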
Coupling enz – counter-screen for Giardia aldolase inhibitors: coupling enzyme system; coupling enzyme system counterscreen, AmpLite Red fluorescence; activity change, negative = inhibition, % at 58.2 µM, hits read low; 290,000 compounds, 0.67% hits; in the data active means activity change below about -30%; further: on the % scale 0 is the no-effect control and ±100 the full control effect
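Counterscreen lacking aldolase: glyceraldehyde-3-phosphate coupling-enzyme reagent preincubated 10 min at RT with compound (at 57.5 uM final), then substrate/coupling system with AmpLite Red added; fluorescence read at 525/598 nm after 20 min RT.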
hERG WT inh – blocks the wildtype human KCNH2 potassium channel; Q12809; AID 720551; 340,000 compounds, 0.37% hits; U2OS, BacMam KCNH2, thallium flux FluxOr; active compounds read low; activity change, % at 1.84 µM;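 active means maximum activity change below -70%; inconclusive means maximum activity change between -70% and -50%; inactive means maximum activity change above -50%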; further: on the % scale 0 is the no-effect control and ±100 the full control effect
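U2OS cells transduced with wild-type KCNH2 virus are loaded with FluxOr dye for 45 min, and thallium flux is measured in kinetic reads before and after stimulation buffer. Rate constants are normalized to DMSO controls.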
PKM2 act – increases activity of human pyruvate kinase M2; 260,000 compounds, 0.34% hits; AID 1631; P14618; Potency, µM (titrated, usually from 57.5 µM), for inactives: top-dose activation, most hits filed as activators; purified PKM2, Kinase-Glo ATP luminescence, activation; response scale: 0% is enzyme alone, no compound; further: potency means the concentration at half of the fitted maximal effect; on the % scale 0 is the no-effect control and ±100 the full control effect; nearly all actives have a fitted effect of over 55% in size
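ATP formation by purified human PK-M2, quantified via coupled luciferase luminescence after 1 h at room temperature with 0.1 mM ADP and 0.5 mM PEP final.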
TRPV1 ag – human TRPV1 agonism; 320,000 compounds, 0.19% hits; AID 540275; Q8NER1; TRPV1-expressing cells, Fluo-8 calcium influx, agonist mode; activation, % at 8.33 µM; in the data active means activation above about 80%; inconclusive means between about 30% and that limit; further: 0% is about no effect
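Cells expressing TRPV1 were dye-loaded with Fluo-8 and read kinetically: 10 s baseline, 3 min after compound (agonist portion), then 2 min after EC20 capsaicin (allosteric enhancer portion). Calcium-bound dye fluorescence at 480/520 nm.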
Numbers without * were called inactive; ? = inconclusive; nt = no result given; & = joins results of further samples; [ ] = another dose, or the depositor's remark. Unless noted, the call rests on the fitted dose curve; in most records, active means well fitted curve in the direction sought with a large enough effect; inconclusive means small, poorly fitted or top-dose-only effect, or another doubt; inactive means no such curve, though single readings can be large; an effect the other way counts as inactive or inconclusive.

molecule | CXXC DNA block | B2AR arrestin | GALK inh | KCNH2 3.1 inh | Giardia kill | Menin-MLL TR inh | USP2a inh | Coupling enz | hERG WT inh | PKM2 act | TRPV1 ag
CC(C)(C)n1cc(C(=O)c2ccc3ccccc3c2O)cn1 | -4% | 0.3% | 2% | 2 | -22 | -2% | 3% | -3 | -2 | 3% | 6
CC1=NN(c2ccccc2)C(=O)/C1=C/c1c(O)[nH]c(=O)[nH]c1=O | 1% | 0.0% | -1% | -6 | 7 | 21% | 15% | 0 | -1 | 1% | -2
CC1CCC(C(=O)NC(C(=O)N2CCC3(CC2)OCCO3)C(C)C)CC1 (stereo not drawn) | -1% | 0.1% | 0% | -9 | -4 | -7% | 0% | 0 | 0 | -8% | -5
CCOc1cc(C=C2C(=O)NC(=O)NC2=O)ccc1OCC(=O)N1CCOCC1 | -5% | 0.2% | 4% | -9 | -7 | -5% | 1% | 1 | -6 | 0% | -1
O=C(O)[C@@H]1C[C@H]1[C@@H](NP(=O)(c1ccccc1)c1ccccc1)c1ccccc1 | -4% | -1.0% | nt | 8 | -23 | -6%&0% | 3% | 1&2 | -1 | 0%&8% | -2
O=[N+]([O-])c1ccc(-[n+]2c(-c3ccccc3)cc(-c3ccccc3)cc2-c2ccccc2)cc1 | ? | 0.4% | -5% | 8 | ? | 4% | 1% | 5 | -8 | 0% | 0
CCCCCCC(=O)N/N=C/c1c(O)n(CCc2ccccc2)c(=O)[nH]c1=O | -1% | 0.5% | -1% | 4 | 22 | nt | 3% | 8 | -9 | 3% | 9
O=C1C2CCCN2C(c2cccnc2)N1c1ccc(Cl)cc1 (stereo not drawn) | -12% | 0.0% | 2% | -15 | 2 | -22% | 4% | 0 | 2 | 2% | 3
CCCCC1(CCCC)C(=O)NC(=Nc2cccc(C)c2)NC1=O | -10% | 0.1% | -2% | 9 | 2 | ? | 0% | 2 | 14 | -1% | 5
COc1ccc2[nH]c3c(c2c1)CCN[C@H]3C | 3% | -0.8% | 3% | 2 | -14 | -21% | 4% | 0 | -13 | nt | -3
CCN(CC)CCN=Cc1c(O)n(C2CCCCCC2)c(=O)[nH]c1=O | 0% | -0.1% | -7% | -10 | 17 | -10% | 0% | -1 | 49 | 0% | 2
CN(CCCCC(=O)/C=N/O)Cc1ccccc1 (tested in a mixture with another compound) | 34%[activator] | -0.2% | 3% | 4 | -6 | 3% | -2% | 3 | 7 | -12% | 3
COc1ccc(-c2nn(CCC#N)cc2C(=O)NCc2ccccc2)cc1[N+](=O)[O-] | -4% | -0.3% | 0% | -1 | ? | 0% | 0% | 1 | 7 | 2% | -3
CC(=NCCN(C)C)c1c(O)n(Cc2ccccc2)c(=O)[nH]c1=O | 4% | 0.3% | 0% | -43 | 10 | nt | 2% | 3 | 8 | -8% | 1
CC(=NCCN1CCCCC1)c1c(O)n(Cc2ccccc2)c(=O)[nH]c1=O | -10% | -0.4% | -1% | -9 | -5 | -6% | 2% | -1 | 0 | 4% | 4
O=c1[nH]c(O)c(N=Nc2ccc([N+](=O)[O-])cc2)c(=O)[nH]1 | ? | -0.5% | -2% | -2 | -21 | ? | -3% | -5 | nt | -15% | -2
O=C1NCN(c2ccccc2)C12CCNCC2 | 6% | -0.3% | 0% | -3 | -3 | -5% | -3% | 3 | 8 | -4% | 1
CCCCCCCCCOc1ccc2[nH]cc(CCN)c2c1 | 16% | 0.0% | -1% | nt | nt | ? | 0% | -1&-1 | nt | -3% | -1
COc1ccc(-n2c(-c3ccccc3[N+](=O)[O-])nc3ccccc3c2=O)cc1 | 2% | -1.0% | -1% | 10 | -4 | 2% | -4% | 0 | 3 | nt | 2
COCc1c(CN)cnc(C)c1N | 6% | -0.5% | 0% | -4 | -14 | -15% | 1% | -1 | -14 | -6% | 3
COc1c(C)cc(C(=O)C2CCCN(Cc3cccc(C)n3)C2)cc1C (stereo not drawn) | 2% | 0.3% | -2% | -2 | 6 | -13% | 1% | -1 | nt | 7% | 0
COc1ccc(CCN(C)Cc2ccncc2)cc1OC | -3% | 0.0% | 0% | nt | 10 | -24% | -1% | -3 | -1 | -3% | 0
CN(C)CC1CCCCC1=O (stereo not drawn) | 8% | -0.3% | 1% | 4 | 13 | nt | 2% | 2 | 4 | -1% | -1
CC(C)Oc1cccc(NC(=O)c2cccn(Cc3ccc4c(c3)OC(F)(F)O4)c2=O)c1 | -7% | -0.2% | 0% | 0 | 15 | 30%[activator] | -11% | -6 | 2 | -5% | 6
CCN(CC)P(=S)(c1c(C)nc2ccccn12)c1c(C)nc2ccccn12 | -6% | -0.2% | -1% | 23 | 0 | ? | 0% | 1 | -1 | 4% | 9
O=C(O)C1C2CC3CC(C2)CC1(n1ncc(N2CCC4(CC2)OCCO4)c(Cl)c1=O)C3 (stereo not drawn) | 4% | 0.4% | 1% | -7 | -7 | nt | 1% | 1 | -11 | 2% | 0
Cc1cccc(-n2c(O)c(/C=C3/C(c4ccccc4)=Nc4ccccc43)c(=O)[nH]c2=O)c1 | -22% | -0.3% | -11% | 4 | 10 | nt | -7% | 6 | -3 | 3% | ?
FCCN(CCF)c1cccc(Cl)c1 | -11% | -1.0% | 2% | 5 | 6 | -1% | 5% | 2 | 0 | -2% | 12
COc1ccc(N=C(C)c2c(O)[nH]c(=O)[nH]c2=O)cc1 | 26% | 0.3% | 0% | 5 | -3 | 3% | -1% | 0 | -8 | -1% | -2
c1ccc(CCNCc2cccs2)cc1 | 21% | -0.9% | -3% | -3 | -5 | 10% | 1% | 0 | -13 | -1% | 1

A different layout for four compounds above:
CN(C)CC1CCCCC1=O (stereo not drawn)
  CXXC DNA block: 8%
  B2AR arrestin: -0.3%
  GALK inh: 1%
  KCNH2 3.1 inh: 4
  Giardia kill: 13
  Menin-MLL TR inh: nt
  USP2a inh: 2%
  Coupling enz: 2
  hERG WT inh: 4
  PKM2 act: -1%
  TRPV1 ag: -1

CC(C)Oc1cccc(NC(=O)c2cccn(Cc3ccc4c(c3)OC(F)(F)O4)c2=O)c1
  CXXC DNA block: -7%
  B2AR arrestin: -0.2%
  GALK inh: 0%
  KCNH2 3.1 inh: 0
  Giardia kill: 15
  Menin-MLL TR inh: 30%[activator]
  USP2a inh: -11%
  Coupling enz: -6
  hERG WT inh: 2
  PKM2 act: -5%
  TRPV1 ag: 6

CCN(CC)P(=S)(c1c(C)nc2ccccn12)c1c(C)nc2ccccn12
  CXXC DNA block: -6%
  B2AR arrestin: -0.2%
  GALK inh: -1%
  KCNH2 3.1 inh: 23
  Giardia kill: 0
  Menin-MLL TR inh: ?
  USP2a inh: 0%
  Coupling enz: 1
  hERG WT inh: -1
  PKM2 act: 4%
  TRPV1 ag: 9

O=C(O)C1C2CC3CC(C2)CC1(n1ncc(N2CCC4(CC2)OCCO4)c(Cl)c1=O)C3 (stereo not drawn)
  CXXC DNA block: 4%
  B2AR arrestin: 0.4%
  GALK inh: 1%
  KCNH2 3.1 inh: -7
  Giardia kill: -7
  Menin-MLL TR inh: nt
  USP2a inh: 1%
  Coupling enz: 1
  hERG WT inh: -11
  PKM2 act: 2%
  TRPV1 ag: 0

Going on with the list:
| molecule | CXXC DNA block | B2AR arrestin | GALK inh | KCNH2 3.1 inh | Giardia kill | Menin-MLL TR inh | USP2a inh | Coupling enz | hERG WT inh | PKM2 act | TRPV1 ag |
| --- | --- | --- | --- | --- | --- | --- | --- | --- | --- | --- | --- |
| CCOC(=O)N(CC)c1ccc(C(O)(C(=O)OC)C(F)(F)F)cc1 (stereo not drawn) | -7% | 0.3% | -6% | -2 | -10 | -3% | -3% | 0 | -15 | 3% | -1 |
| CC(=O)O[C@H]1CC[C@@]2(C)C(=CC[C@@H]3[C@@H]2CC[C@]2(C)C(=O)CC[C@@H]32)C1 | nt | 0.1% | nt | -6 | -17 | nt | -1% | nt | 0 | nt | 8 |
| CCOc1cc(/C=C2\C(=O)NC(=O)N(C)C2=O)cc([N+](=O)[O-])c1O | ? | 0.3% | nt | 25 | -3 | nt | -1% | 1 | 2 | 1% | -2 |
| O=C1OC(c2ccc(Br)cc2)=N/C1=C\N1CC2CC(C1)c1cccc(=O)n1C2 (stereo not drawn) | 18% | 0.3% | nt | -4 | 5 | nt | 1% | 4 | 2 | 5% | 1 |
| OCCOCC#CCN1CCOCC1 | 17% | 0.4% | 2% | -9 | 11 | 3% | 3% | 0 | -4 | 4% | 3 |

Some of the compounds tested, so the mix of outcomes need not match the whole.
